Bioassay records deposited in PubChem BioAssay by National Center for Advancing Translational Sciences (NCATS).
p53 reactivation: qHTS assay for re-activators of p53 using a Luc reporter; H1299 p53-A138V BP100-luciferase reporter, luminescence, 24 h; Potency, µM (titrated, usually from 92.2 µM), without a hit: at the highest dose activity change, positive = activation, usual class: activators; 0.063% of 320,000 active; AID 504706, 2011; further: potency means the concentration at half of the fitted maximal effect; % of control where 0% means no effect; nearly all actives have a fitted effect of over 45% in size
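H1299 (p53-null), stable ts p53-A138V + BP100-Luc; 1000 cells/well, Opti-MEM/10% FBS; cpd 4 pt, 1:5; 24 h, 37 deg C, 5% CO2; detection reagent 10 min RT; luminescence.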
FLuc modulator: qHTS profiling assay for firefly luciferase inhibitor/activator using purifed enzyme and Km concentrations of substrates (counterscreen for miR-21 project); Luciferin 4-monooxygenase (Photinus pyralis), P08659; purified FLuc, Km substrates, luminescence inhibition; Potency, µM (series often up to 57.5 µM), without a hit: at the top dose activity change, negative = inhibition, hits mostly inhibitors; 6.9% of 360,000 active; AID 588342, 2011;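 further: potency means the concentration at half of the fitted maximal effect; plate controls were vehicle for no effect and reference inhibitor for full effect; nearly all actives have a fitted effect of over 55% in size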
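Purified P. pyralis luciferase, 10 nM final, with Km-level 10 uM D-luciferin and 10 uM ATP in 50 mM Tris acetate pH 7.5, 10 mM Mg acetate, 0.01% Tween-20, 0.05% BSA; 6-point qHTS titration about 60 µM downward; luminescence read.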
ELG1 DNA repair: qHTS screen for small molecules that inhibit ELG1-dependent DNA repair in human embryonic kidney (HEK293T) cells expressing luciferase-tagged ELG1; 2.3% of 330,000 active; HEK293T ELG1-luciferase reporter, luminescence, 16 h; DNA damage induced by 5-fluorouridine; Potency, µM (top dose mostly 46.1 µM), for the others: at the top dose activity change, negative = inhibition, actives largely listed as inhibitors; further: potency means the concentration at half of the fitted maximal effect; on the % scale 0 is the no-effect control and ±100 the full control effect; nearly all actives have a fitted effect of over 55% in size
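Reporter activity after DNA damage by 5-fluorouridine is monitored. Compound-treated cells incubate 16 hr at 37 °C, then ONE-Glo is added for 30 min before luminescence reading.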
BRCA1 expr act: qHTS Assay to Identify Small Molecule Activators of BRCA1 Expression; MCF7-BRCA1-FFLuc reporter, luminescence, 48 h; response scale: scaled: vehicle 0%, 10 µM genistein 100%; 1.1% of 380,000 active; AID 624202, 2012; Potency, µM (highest dose often 46.1 µM), for inactives: at the top dose activation, usual class: activators; further: potency means the concentration at half of the fitted maximal effect; nearly all actives have a fitted effect of over 80% in size; some results filed as inactive show a strong effect at the top dose
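Using MCF7 cells harboring a BRCA1 firefly luciferase reporter, plated 2 h before compound pinning, the screen measured luminescence after 48 h incubation. Responses were normalized to DMSO and 10 microM genistein, then fitted for concentration-effect.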
ELG1 genotox: qHTS screen for small molecules that induce genotoxicity in human embryonic kidney (HEK293T) cells expressing luciferase-tagged ELG1; HEK293T ELG1-luciferase reporter, luminescence, 16 h; Potency, µM (titrated, usually from 46 µM), inactives show at the highest dose activity change, positive = activation, hits mostly activators; 1.3% of 330,000 active; AID 504466, 2011; further: potency means the concentration at half of the fitted maximal effect; % of control where 0% means no effect; nearly all actives have a fitted effect of over 60% in size
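Step 1: seed 2,000 HEK293T ELG1-luciferase cells per well. Step 2: add compound or DMSO, incubate 16 hr at 37 °C. Step 3: ONE-Glo, 30 min at room temperature, read luminescence.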
Tb PFK inh: qHTS Assay to Find Inhibitors of T. brucei phosphofructokinase | T. brucei PFK, ADP-Glo luminescence | AID 485367, 2010 | 0.17% of 330,000 active | Potency, µM (doses to about 57.5 µM), without a hit: top-dose activity, negative = inhibition, hits mostly inhibitors;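 further: potency means the concentration at half of the fitted maximal effect; 0% = uninhibited 1x PFK enzyme wells and -100% = no-enzyme wells; nearly all actives have a fitted effect of over 60% in size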
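In TEA buffer at pH 8.0 with 5 mM MgCl2, enzyme (1.25 nM) converted F6P (0.5 mM) and ATP (0.1 mM) for 45 min at room temperature. ADP product was read by luciferase luminescence.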
TRPV1 ag: HTS Assay for Compounds that Act as Agonists of the Vanilloid Receptor 1 | Transient receptor potential cation channel subfamily V member 1 (Homo sapiens), Q8NER1 | TRPV1-expressing cells, Fluo-8 calcium influx, agonist mode | activation, % at 8.33 µM | 0.19% of 320,000 active; in the data active means activation above about 80%; inconclusive means between about 30% and that limit; further: 0% is about no effect
Target sequence (Q8NER1 whole entry, looked up): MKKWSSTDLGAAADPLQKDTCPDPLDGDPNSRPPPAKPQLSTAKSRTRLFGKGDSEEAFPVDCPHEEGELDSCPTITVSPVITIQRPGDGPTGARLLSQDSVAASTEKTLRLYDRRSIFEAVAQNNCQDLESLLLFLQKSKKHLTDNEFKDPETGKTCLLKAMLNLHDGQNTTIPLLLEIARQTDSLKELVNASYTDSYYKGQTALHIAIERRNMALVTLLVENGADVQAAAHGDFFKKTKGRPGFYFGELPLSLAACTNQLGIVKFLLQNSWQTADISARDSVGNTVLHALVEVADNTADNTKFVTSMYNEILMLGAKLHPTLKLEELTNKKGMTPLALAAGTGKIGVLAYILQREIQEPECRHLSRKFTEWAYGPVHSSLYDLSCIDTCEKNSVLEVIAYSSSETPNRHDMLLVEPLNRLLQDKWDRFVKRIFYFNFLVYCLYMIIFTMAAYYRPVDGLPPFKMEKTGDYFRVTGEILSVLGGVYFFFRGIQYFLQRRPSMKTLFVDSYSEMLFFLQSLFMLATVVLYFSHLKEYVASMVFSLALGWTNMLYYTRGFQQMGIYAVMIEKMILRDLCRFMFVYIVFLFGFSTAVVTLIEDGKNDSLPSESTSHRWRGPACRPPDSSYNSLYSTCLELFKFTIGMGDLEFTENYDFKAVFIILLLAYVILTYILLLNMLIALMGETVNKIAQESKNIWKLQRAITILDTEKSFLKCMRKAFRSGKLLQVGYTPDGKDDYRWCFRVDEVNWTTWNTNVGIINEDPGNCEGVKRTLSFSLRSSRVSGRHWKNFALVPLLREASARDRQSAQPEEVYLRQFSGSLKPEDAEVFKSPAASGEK
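TRPV1-expressing cells were cultured overnight at 35.5C and loaded with Fluo-8 calcium dye for 40 to 90 min at room temperature. After a 10 s baseline, compound was added and calcium influx was read kinetically for 3 min (ex 480/em 520 nm).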
RORgamma inh: qHTS for inhibitors of ROR gamma transcriptional activity; Nuclear receptor ROR-gamma (Mus musculus), P51450; Drosophila S2 Gal4-RORgamma UAS-luciferase reporter, 20 h; Potency, µM (titrated, usually from 53.6 µM), inactives show at the highest dose activity change, negative = inhibition, usual class: inhibitors; 5.4% of 310,000 active; further: potency means the concentration at half of the fitted maximal effect; on the % scale 0 is the no-effect control and ±100 the full control effect; nearly all actives have a fitted effect of over 60% in size
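ROR gamma transcriptional activity was tracked as Gal4-UAS luciferase output in stably transfected Drosophila Schneider cells, with compound added 1 hr before 700 uM copper sulfate induction and a 20 hr ambient-temperature incubation.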
NPC1 promoter act: qHTS Assay for NPC1 Promoter Activators; Huh7 NPC1 promoter luciferase reporter, 24 h; Potency, µM (doses to about 9.22 µM), inactives show top-dose activation, actives largely listed as activators; 2.4% of 320,000 active;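 further: potency means the concentration at half of the fitted maximal effect; % of control where 0% means no effect; nearly all actives have a fitted effect of over 60% in size; reporter is driven by a mutant NPC1 promoter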
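Huh7 reporter cells (NPC1 promoter driving luciferase) are dosed with compound for 24 h at 37 °C, 5% CO2; luciferase detection reagent is then added and luminescence measured after 10 min at ambient temperature.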
Rab9 prom act: qHTS Assay for Rab9 Promoter Activators. Huh7 Rab9 promoter-luciferase reporter, luminescence, 24 h. Potency, µM (top dose mostly 9.22 µM), for inactives: top-dose activation, negative = inhibition, hits mostly activators. 2.8% of 320,000 active; further: potency means the concentration at half of the fitted maximal effect; % of control where 0% means no effect; nearly all actives have a fitted effect of over 60% in size
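Huh7 cells stably carrying a Rab9 promoter-luciferase reporter, 1500 cells per well in OP-MEM I with 10% FBS, treated with compound 24 hours at 37C. Luciferase activity read by luminescence after 10 minutes with Amplite reagent.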
VP16 counter: VP16 counterscreen qHTS for inhibitors of ROR gamma transcriptional activity; Drosophila S2 Gal4-VP16 UAS-luciferase, luminescence, 20 h; Potency, µM (series often up to 53.6 µM), for the others: at the top dose activity, negative = inhibition, actives largely listed as inhibitors; 3.5% of 310,000 active; AID 2546, 2010;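 further: Gal4-VP16 expression switched on by copper sulfate through the metallothionein promoter; potency means the concentration at half of the fitted maximal effect; on the % scale 0 is the no-effect control and ±100 the full control effect; nearly all actives have a fitted effect of over 50% in size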
An asterisk follows results filed as active; ? = inconclusive; · = no result given; & = joins results of further samples; [ ] = remark or other dose. Unless noted, the call rests on the fitted dose curve; in most records, active means well fitted curve in the direction sought with a large enough effect; inconclusive means small, poorly fitted or top-dose-only effect, or another doubt; inactive means no such curve, though single readings can be large; an effect the other way counts as inactive or inconclusive.

Results follow in this order: p53 reactivation | FLuc modulator | ELG1 DNA repair | BRCA1 expr act | ELG1 genotox | Tb PFK inh | TRPV1 ag | RORgamma inh | NPC1 promoter act | Rab9 prom act | VP16 counter
> COc1ccc(CCNC(=O)COC(=O)c2cccs2)cc1OC
 : -4% | -3% | 1% | 9% | 0% | 3% | 2 | 8% | 2% | 0% | -2%
> CN1c2ccccc2-c2nc3ccccc3n2C1c1cccs1 (centres undefined)
 : -3% | ? | -21% | -35% | -1% | 0% | 0 | 4.5µM* | 0% | 0% | -3%
> Cc1cccc(NC(=O)Nc2cccc(F)c2)n1
 : ? | 13µM* | ? | 21% | ? | 2% | 21 | 0% | ? | ? | -3%
> CCOC(=O)c1c(C)[nH]c(C)c1C(=O)COC(=O)c1cc(OC)c(OC)cc1OC
 : -2% | -4% | ? | -2% | -3% | -2% | -3 | 5% | -3% | 1% | 3%
> O=C(CCn1[nH]c(=O)c2ccccc2c1=O)OC1CCCCC1
 : 0% | 2% | 9% | 65% | -1% | 4% | -3 | ? | 0% | 8% | 22µM*
> O=C(c1ccc(Br)cc1)N(c1ccccn1)C1CCCCC1
 : -2% | -5% | -21% | 0% | -4% | 3% | 4 | 17% | -1% | 8% | 2%
> COC/C=C/C1=CC2=CC(=O)C(C)(OC(=O)C3CCCC3)C(=O)C2=CO1 (centres undefined)
 : 7% | 0% | 5% | 1% | 4% | -7% | 2 | -11%&17% | -2% | -9% | -10%&-4%
> Nc1cc(=O)[nH]c(SCC(=O)N2CCc3ccccc3C2)n1
 : 3% | 2% | -2% | -1% | -1% | 1% | -3 | 24% | -3% | 0% | -9%
> Cn1c(CS(=O)Cc2c(Cl)cccc2Cl)nnc1SCc1ccc(Cl)cc1 (centres undefined)
 : -5% | 0% | ? | -28% | -4% | -23% | 0 | ? | 2% | -3% | ?
> C=CCC(NC(=O)c1ccc(C#N)cc1)C(=O)NCCC (centres undefined)
 : 11% | 4% | 23% | 19% | 2% | 4% | -4 | · | 0% | -2% | ·
> CCOCCOC(=O)CCSc1n[nH]c(=O)[nH]c1=O
 : -6% | -2% | -8% | 0% | -2% | 0% | -3 | -7% | -5% | 0% | -4%
> O=C(N/N=C/C1C(c2ccccc2)C1(Cl)Cl)c1cccc(Cl)c1 (centres undefined)
 : ? | -11% | ? | -7% | 3% | 7% | 25 | 2.8µM* | 0% | -1% | 4.5µM*
> Cc1ccc(C)c(C(=O)COC(=O)c2ccc(C)c(S(=O)(=O)N3CCOCC3)c2)c1
 : 16% | -12% | ? | 4% | 0% | -2% | 6 | · | 1% | -2% | ·
> CC(=O)N1CCCc2cc(S(=O)(=O)NC(C(=O)NC(C)c3ccccc3)C(C)C)ccc21 (centres undefined)
 : -27% | 1% | -6% | 1%[1.84 µM] | 0% | 2% | -3 | 18% | 5% | 4% | 6%
> O=C(c1cc2ccccc2oc1=O)N(Cc1ccccc1)C1CCS(=O)(=O)C1 (centres undefined)
 : 19% | 21µM* | ? | 0% | ? | 2% | 0 | 10% | ? | ? | 8%
> O=C(NCc1ccccc1F)C1CCN(S(=O)(=O)c2ccccc2)CC1
 : 1% | 3% | 10% | -8% | -3% | -22% | 19 | -16% | 0% | -2% | 2%
> O=C(Cc1ccccc1)N/N=C/c1cc2c(cc1Cl)OCO2
 : 19% | ? | 5% | 23% | 0% | ? | 2 | 18% | 6% | 1% | -16%
> COc1ccc(/C=C/C(=O)N[C@H](C(=O)O)C(C)C)cc1
 : 15% | -19% | 12% | 7% | 1% | 3% | -2 | 2% | -1% | 1% | -5%
> O=C(CCNC(=O)C1CCN(S(=O)(=O)c2ccccc2)CC1)NCCc1cccc(F)c1
 : 1% | 4% | 9% | 5% | 0% | -2% | -1 | -2% | 0% | 1% | 2%
> C=CCOc1cccc(C2/C(=C(/O)c3ccc(F)cc3)C(=O)C(=O)N2CCN2CCOCC2)c1 (centres undefined)
 : -4% | 1% | 3% | -9% | -1% | 1% | -5 | -2% | -2% | 1% | 2%

Next records follow.
Results follow in this order: p53 reactivation | FLuc modulator | ELG1 DNA repair | BRCA1 expr act | ELG1 genotox | Tb PFK inh | TRPV1 ag | RORgamma inh | NPC1 promoter act | Rab9 prom act | VP16 counter
> O=C(O)CSc1nc(-c2cccs2)cc(C(F)(F)F)n1
 : -3% | -14% | -14% | 1% | 0% | 11% | -2 | -2% | -4% | 6% | -1%
> CN(C)CCn1ccc(O)c(Cc2ccc(Cl)cc2)c1=O
 : -2% | 0% | -1% | 1% | -4% | -1% | -1 | 6% | -2% | -7% | -4%
> CCCc1sc(N)nc1-c1ccc(Cl)cc1
 : -11% | 1% | ? | -27% | 1% | 8% | 1 | -31% | -2% | -1% | -14%
> COc1ccc(NC(=O)COC(=O)CC2CCCC2)cc1
 : -5% | · | ? | -49% | 2% | -2% | · | · | · | · | ·
> Cc1cc(OCC(=O)N(C(C)C)C(C)C)ccc1Cl
 : 1% | 2% | 4% | -5% | -16% | 1% | 24 | 1.6µM* | -2% | -1% | ?
> O=C(NNS(=O)(=O)c1ccccc1)C(O)(c1ccccc1)c1ccccc1
 : -1% | 5% | 2% | -13% | 0% | -6% | -1 | 17% | 0% | -6% | -7%
> COc1ccc(-c2cc(C(F)(F)F)nc(NCc3cccs3)n2)cc1
 : -1% | 4% | ? | -54% | 0% | 0% | 5 | 40% | -2% | -6% | -1%
> CN(CC(=O)NCc1ccc(F)cc1)CC(=O)Nc1ccc(Cl)c(C(F)(F)F)c1
 : -6% | 3% | ? | 0% | -9% | -7% | 28 | 4% | -7% | -10% | ?
> COCC(C)N=C1NN=C(c2ccc(NC(C)=O)cc2)CS1 (centres undefined)
 : -1% | ? | ? | 32% | 14% | 7% | 3 | ? | 26% | ? | 25%
> Cc1cc(Br)ccc1SCC(=O)N1CCN(S(=O)(=O)c2ccccc2)CC1
 : 3% | 13µM* | ? | -42% | 16µM* | 0% | 11 | ? | ? | ? | 7.1µM*
> O=C1CCCC(O)=C1C=NCc1ccccc1
 : 15% | 5% | -6% | 5% | -1% | -1% | 0 | -4% | 2% | 18% | 0%
> Cc1ccc2c(c1)N(CC(=O)c1cccc(Cl)c1)C(=O)C(C)O2 (centres undefined)
 : -1% | -1% | 3% | -19% | 0% | 2% | ? | -3%[10 µM] | -21% | -3% | -19%
> O=C(c1ccccc1)N1CCN(c2ccc([N+](=O)[O-])c(NCc3cccnc3)c2)CC1
 : -8% | 5% | ? | -28% | 0% | -3% | 1 | 33% | -3% | -10% | -22%
> OC(CNCCc1ccccc1)COc1ccc(OCC(O)CNCCc2ccccc2)cc1 (centres undefined)
 : -2% | 1% | ? | -92% | -9% | -4% | 11 | -43% | -5% | 1% | -8%
> O=[N+]([O-])c1ccccc1/C=N/N1CCN(c2ccccn2)CC1
 : ? | ? | ? | 82% | 7% | 3% | ? | 22% | ? | ? | 6%
> O=C(Nc1nc2c(s1)C(=O)CCC2)c1ccccc1
 : · | 2.7µM* | ? | ? | ? | -3% | ? | ? | 1.1µM* | 0.71µM* | ?
> Cc1cc(C)c(S(=O)(=O)N2CCCC(C(=O)NCc3ccncc3)C2)c(C)c1 (centres undefined)
 : 12% | 4% | -26% | -3% | -4% | -3% | ? | -13% | 1% | -8% | -12%
> CCn1c(=O)c(C)nn2c3ccccc3nc12
 : -1% | 0% | -5% | -13% | 3% | 7% | 1 | -24% | -2% | -4% | 8%
> O=C(c1ccc(-c2cccc(C(F)(F)F)c2)o1)N1CCCC(C(F)(F)F)C1 (centres undefined)
 : 10% | -15% | -4% | -6% | ? | -10% | ? | · | -3% | 1% | ·

A different layout for some results above:
SMILES | p53 reactivation | FLuc modulator | ELG1 DNA repair | BRCA1 expr act | ELG1 genotox | Tb PFK inh | TRPV1 ag | RORgamma inh | NPC1 promoter act | Rab9 prom act | VP16 counter
O=C1CCCC(O)=C1C=NCc1ccccc1 | 15% | 5% | -6% | 5% | -1% | -1% | 0 | -4% | 2% | 18% | 0%
O=C(c1ccccc1)N1CCN(c2ccc([N+](=O)[O-])c(NCc3cccnc3)c2)CC1 | -8% | 5% | ? | -28% | 0% | -3% | 1 | 33% | -3% | -10% | -22%
